Assay outcomes as filed in PubChem.
Rac1 wt modul = human Rac1 wildtype GTP binding, inhibitors and activators. hit rate 0.27% among 190,000. P63000. GST-Rac1 beads, fluorescent GTP binding, flow cytometry; actives lie on both sides; 0 = cold GTP competed, 100 = untreated. GTP binding activity (% of control), % at 10 µM. AID 757;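 active = GTP binding activity at least 20 points away from the 100% control level, either lower or higher; inconclusive = compound flagged as likely green fluorescent, judged across all proteins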
Pf gamet viab = kills late stage P. falciparum gametocytes; P. falciparum stage V gametocytes, ATP luminescence, 24 h; inhibition, % at 10.9 µM; hit rate 0.065% among 150,000; AID 743093;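 active = inhibition above the mean plus 3 SD of compounds within the control limits, set per campaign, cut at about 38% in these data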;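 note: 0% = DMSO wells and 100% = medium only without gametocytes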
Rab7 wt GTP bind = modulators of GTP binding to dog Rab7 wildtype GTPase | GST-Rab7 beads, fluorescent GTP binding, flow cytometry; actives lie on both sides; untreated = 100%, excess cold GTP = 0% | GTP binding activity (percent of control), % at 10 µM | hit rate 0.055% among 190,000;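 active = fluorescent GTP binding to Rab7 beads changed by at least 20 points from the 100% baseline, either direction, mostly lower; inconclusive = compound itself probably fluorescent, or too few beads counted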;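 note: median green fluorescence of bound Bodipy-FL-GTP per Rab7 bead population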
Rac1 mut GTP = alters GTP binding to activated mutant human Rac1; GST-Rac1 activated beads, fluorescent GTP binding, flow cytometry; actives lie on both sides; 100% means binding = to untreated wells; percent activity (GTP binding), % at 10 µM; hit rate 0.11% among 190,000;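 active = GTP binding at least 20 percentage points away from the 100% baseline, in either direction, so actives lie on both sides; inconclusive = Compound likely fluorescent itself, or too few beads counted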
ABCB1 inh = inhibitors of human ABCB1 transporter, ABCG2 counter-screen. inhibition, % at 6.6 µM. P08183. CCRF-Adr cells, JC-1 efflux, flow cytometry. hit rate 0.067% among 190,000; in the data active = inhibition above about 40%;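 note: 0% = vehicle and 100% = reference inhibitor; higher value means more JC-1 retained so stronger ABCB1 efflux block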
GSH fluor = compound fluoresces at 488/530 nm on GSH beads; GSH beads flow cytometry, compound fluorescence 488/530 nm; active compounds read high; fluorescence (KMESF) at 10 µM; hit rate 0.25% among 190,000; AID 1776; in the data active = fluorescence above about 89;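 note: glutathione beads carrying GST-tagged Bcl family fusion proteins plus one bare bead set; values are compound well signal with DMSO vehicle wells as background; inactives centre near 16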
Rab2A wt mod = changes GTP binding to wildtype dog Rab2A, up or down; GST-Rab2 wt beads, Bodipy-GTP binding, flow cytometry; GTP binding activity, % at 10 µM; hit rate 0.19% among 190,000; AID 760;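 active = GTP binding activity at least 20 points away from 100%, either lowered or raised; inconclusive = signal likely due to the compound's own green fluorescence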;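 note: 0% = beads with excess unlabeled GTP and 100% = no-compound control corrected for plate trend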
ABCG2 inh = blocks JC-1 efflux by human ABCG2 transporter | AID 1325 | inhibition, % at 6.6 µM | hit rate 0.1% among 190,000 | Q9UNQ0 | IgMXP3 cells, flow cytometry;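 active = inhibition above 80%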;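 note: 0% = DMSO and 100% = nicardipine control wells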
Target sequence (Q9UNQ0 whole entry, looked up): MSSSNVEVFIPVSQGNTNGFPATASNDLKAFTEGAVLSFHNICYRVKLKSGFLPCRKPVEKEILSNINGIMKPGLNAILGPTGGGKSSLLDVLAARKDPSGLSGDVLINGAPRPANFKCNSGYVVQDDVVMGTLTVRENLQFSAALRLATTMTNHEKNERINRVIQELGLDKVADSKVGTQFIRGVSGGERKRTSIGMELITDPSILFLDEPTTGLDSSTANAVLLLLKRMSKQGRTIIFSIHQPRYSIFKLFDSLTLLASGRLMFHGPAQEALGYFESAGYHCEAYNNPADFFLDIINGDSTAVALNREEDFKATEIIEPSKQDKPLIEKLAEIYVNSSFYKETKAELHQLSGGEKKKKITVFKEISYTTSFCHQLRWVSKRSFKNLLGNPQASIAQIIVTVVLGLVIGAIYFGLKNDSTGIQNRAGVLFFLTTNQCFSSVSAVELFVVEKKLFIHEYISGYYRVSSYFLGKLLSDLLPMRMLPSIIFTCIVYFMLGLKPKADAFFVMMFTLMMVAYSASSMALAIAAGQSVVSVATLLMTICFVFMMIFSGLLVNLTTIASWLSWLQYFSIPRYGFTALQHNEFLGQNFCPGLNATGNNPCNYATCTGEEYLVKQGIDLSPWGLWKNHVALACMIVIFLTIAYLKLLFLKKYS
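Measure – % inhibition of efflux relative to nicardipine and DMSO · Test system – ABCG2 IgMXP3 and barcoded ABCB1 CCRF-Adr cell mix · Control set – nicardipine as high control, DMSO as low control · Compound – one concentration, 6.6 µM final · Signal – flow cytometry of retained JC-1 fluorescence · Timing – 10 min exposure at 25 °C with rotation, no wash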
HRas wt GTP bind = human HRas wildtype GTP binding, change in either direction. hit rate 0.14% among 190,000. AID 759. GST-Ras wt beads, Bodipy-FL-GTP binding, flow cytometry; actives lie on both sides. GTP binding activity, % at 10 µM;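 active = GTP binding activity at least 20% away from the 100% baseline, either lowered as inhibitor or raised as activator; inconclusive = flagged as likely green fluorescent, judged across all proteins in the well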;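 note: 0% = unlabeled GTP competition control and 100% = no-compound control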
Target sequence (P01112 whole entry, looked up): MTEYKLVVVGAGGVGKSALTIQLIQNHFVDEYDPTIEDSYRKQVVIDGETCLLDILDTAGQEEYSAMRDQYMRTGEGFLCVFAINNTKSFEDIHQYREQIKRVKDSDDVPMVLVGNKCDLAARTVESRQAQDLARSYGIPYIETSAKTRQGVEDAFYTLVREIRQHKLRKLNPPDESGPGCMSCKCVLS
Cdc42 wt = modulators (inhibitors or activators) of GTP binding to human Cdc42 wildtype. GST-Cdc42 beads, Bodipy-GTP binding, flow cytometry; actives lie on both sides. AID 761. hit rate 0.2% among 190,000. percent activity (GTP binding), % at 10 µM. P60953;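 active = percent activity GTP binding at least 20 points away from the 100% baseline, either down as inhibitor or up as activator; inconclusive = compound flagged as likely green fluorescent from well-wide comparison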;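 note: median bead fluorescence of bound Bodipy-FL-GTP at 100 nM; 0% = excess unlabeled GTP control and 100% = no compound control; below 100% means less GTP binding so inhibitor and above means activator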
Target sequence (P60953 whole entry, looked up): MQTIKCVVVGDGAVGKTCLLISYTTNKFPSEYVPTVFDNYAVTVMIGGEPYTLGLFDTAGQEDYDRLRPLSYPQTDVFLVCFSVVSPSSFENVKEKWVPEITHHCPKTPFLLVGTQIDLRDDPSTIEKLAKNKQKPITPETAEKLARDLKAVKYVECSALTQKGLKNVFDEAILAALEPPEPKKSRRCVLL
Avidin fluor = avidin bead compound fluorescence profile. Avidin beads, compound fluorescence 488/530 nm, flow cytometry; active compounds read high. hit rate 0.38% among 220,000. fluorescence (KMESF) at 10 µM; in the data active = fluorescence above about 47; note: inactives centre near 10
* marks the source's active call; other numbers are inactive results; u = inconclusive; x = no result given.

SMILES	Rac1 wt modul	Pf gamet viab	Rab7 wt GTP bind	Rac1 mut GTP	ABCB1 inh	GSH fluor	Rab2A wt mod	ABCG2 inh	HRas wt GTP bind	Cdc42 wt	Avidin fluor
CN(CC(=O)O)S(=O)(=O)/C=C/c1ccccc1	98	2	96	97	1.1	13	97	4	97	99	11
Cc1ccc(C)c2[nH]c(=O)c(C(c3nnnn3Cc3ccco3)N3CCc4ccccc4C3)cc12 (stereo not drawn)	102	x	97	97	-1.0	37	97	-2	99	96	5
CCCS(=O)(=O)N1CCN(c2cc3c(cc2[N+](=O)[O-])n(C)c(=O)n3C)CC1	99	17	104	95	0.9	14	95	5	96	94	7
CSc1nnc(-c2sc3cc(C(F)(F)F)cnc3c2-c2ccccn2)n1C	109	15	99	100	-0.2	34	102	9	101	106	15
O=C(C1CCN(S(=O)(=O)c2cccc3cccnc23)CC1)N1CCN(C2CCCC2)CC1	103	x	99	101	0.5	14	98	10	99	100	7
O=C(NC1CCCCC1)N1CCCC(CNS(=O)(=O)Cc2ccccc2)C1 (stereo not drawn)	95	5	96	93	-0.2	11	98	0	98	95	12
O=c1c(Cc2ccccc2)c(O)ccn1C1CCCCCCC1	95	1	108	92	0.5	15	95	12	97	96	8
CCn1c(=O)cc(SCC(=O)N2CCN(C)CC2)c2ccccc21	103	10	108	97	0.7	13	106	3	104	103	x
O=C(COC(=O)c1ccc(Br)o1)NCCCc1ccccc1	107	13	102	99	0.3	12	101	1	102	100	10
Nc1nnnn1/N=C/c1ccccc1OCc1ccc(Cl)cc1Cl	103	x	99	98	0.9	5	98	4	99	101	10
CN(C)c1ccc(C2C=C(c3ccc(Cl)cc3OC(F)F)Nc3ncnn32)cc1 (stereo not drawn)	102	x	94	99	0.3	20	100	1	101	103	12
C=CCc1c(C)nc(SCC(N)=O)[nH]c1=O	97	x	94	93	0.9	6	96	2	97	98	8
Cc1nnc(SCC(=O)N2CCC(C(=O)Nc3nccs3)CC2)n1Cc1ccccc1	107	x	98	99	1.0	19	101	39	100	103	32
COCCn1c(C)cc(/C=C2/NC(=O)N(c3ccc(Cl)cc3)C2=O)c1C	104	-13	103	100	0.2	18	96	-2	100	99	3
COCCNC(=O)CSc1nnc(CCCN2C(=O)c3cccc4cccc(c34)C2=O)n1-c1ccccc1	103	2	100	101	-0.5	19	99	2	99	104	6
CN1CCN(C(=O)CCCOc2cc(=O)n(C)c3ccccc23)CC1	102	x	104	100	0.0	19	104	0	103	104	39
c1ccc(N2CCN(c3ncnc4c3oc3ccccc34)CC2)cc1	101	x	106	99	1.1	21	101	6	103	102	17
COc1ccc(N(C(=O)c2ccccc2C)S(=O)(=O)c2cccs2)cc1	97	6	98	98	0.6	12	98	2	99	95	22
Cn1c(=O)oc2cc(S(=O)(=O)N3CCC(C(=O)NCc4cccs4)CC3)ccc21	100	x	101	97	0.3	12	102	1	100	100	7
O=C(c1ccco1)n1nc(-c2ccccc2)nc1SCc1ccccc1	102	x	99	95	-0.1	26	96	4	96	95	27
O=C(Nc1cccc(OC(F)(F)F)c1)c1ccc(Br)o1	103	1	104	101	0.1	23	105	5	104	104	16
CN(C)CCNC(=O)c1coc(=O)c(Br)c1	100	x	101	100	0.1	17	100	0	102	102	6
CCC(=O)Nc1nonc1-c1nc2ccccc2n1CC(C)C	100	x	103	99	1.0	12	99	8	100	99	11
Cc1ccc(Cl)cc1N1CCN(C(=O)CSc2nnc3n2C(C)(C)Cc2ccccc2-3)CC1	98	0	97	96	6.5	17	95	7	96	98	8
N#Cc1c(C(F)(F)F)cc(-c2ccccc2Cl)[nH]c1=O	95	x	99	91	0.2	13	94	0	95	97	36
(cont.)
SMILES	Rac1 wt modul	Pf gamet viab	Rab7 wt GTP bind	Rac1 mut GTP	ABCB1 inh	GSH fluor	Rab2A wt mod	ABCG2 inh	HRas wt GTP bind	Cdc42 wt	Avidin fluor
Cc1ccc(NC(=O)c2ccn(C(=O)Nc3ccccc3)n2)c(C)c1	100	8	102	95	-0.3	13	100	1	99	95	9
O=C1CC(c2ccccc2Cl)=NN(c2ncnc3ccccc23)C1=O	105	0	104	97	-0.4	12	97	-1	101	95	12
CCOc1ccc2nc(SCC(=O)N3c4ccccc4Sc4ccccc43)c(C#N)cc2c1	105	x	102	100	0.1	3	100	0	102	100	8
O=C(O)CC1C(=O)OCN1C(=O)OCc1ccccc1 (stereo not drawn)	99	x	96	97	0.4	55	97	1	99	99	8
Cc1cccc(OCc2nc3c4c(ncn3n2)-c2ccccc2CC42CCCC2)c1	98	18	100	100	1.0	16	97	6	97	98	18
COc1ccc(CN2CCN(C)CC2)cc1OCc1ccccc1	101	x	96	99	0.2	78	97	1	100	102	11
O=C(CSCc1ccccc1Cl)NCCSc1ccccn1	96	3	97	93	1.1	11	97	17	93	96	5
Cc1nc2[nH]c(=O)c3c(n2n1)NC1=C(C(=O)CC(C)(C)C1)C3c1ccc(F)cc1 (stereo not drawn)	101	11	103	97	0.1	11	103	1	103	104	22
O=C(Cc1cccs1)Nn1c(Cc2cccs2)nc2ccccc2c1=O	99	x	91	95	-0.1	11	99	1	95	97	21
C=CCn1c(NCCc2ccccc2)nc2c1c(=O)n(C)c(=O)n2C	98	x	99	98	0.3	33	98	4	100	100	6
ClC(Cl)c1nnc(-c2ccccc2)c(-c2c[nH]c3ccccc23)n1	101	-9	97	99	-1.6	13	96	-10	99	100	14
c1ccc(CC2CCN(Cc3nc(-c4ccccc4)no3)CC2)cc1	105	x	99	99	0.0	15	101	-1	100	104	10
COc1cc(/C=N/NC(=O)c2ccccc2Cl)ccc1Oc1ccc([N+](=O)[O-])cn1	93	-2	104	92	0.8	25	97	5	94	91	9
O=C(Cn1c(=O)oc2ccccc21)c1ccccc1	102	10	96	100	0.5	23	101	14	100	99	28
O=C(NCC(O)c1ccc([N+](=O)[O-])cc1)c1cccc(S(=O)(=O)N2CCCC2)c1 (stereo not drawn)	101	x	97	97	0.1	18	95	1	97	96	12
CC(C)CCN1CCC(N)=NC1=O	101	1	104	98	1.4	35	100	5	101	97	26
CN(C)/C=C1/C(=O)Nc2ccccc21	94	-25	95	95	-2.3	38	94	-2	94	95	3
CCN(C(=O)CSc1ccc2c(c1)OCCO2)C1CCS(=O)(=O)C1 (stereo not drawn)	101	-39	99	99	1.7	32	101	6	100	104	5
CC(C)(C)OC(=O)N[C@H](Cc1ccccc1)C(=O)N1CCC(C(=O)O)CC1	104	x	101	101	0.2	5	99	2	100	101	8
Cc1ccc(OCCOc2ccc(Br)cc2/C=N\NC(N)=O)cc1	102	-11	104	97	0.2	26	100	2	100	99	10
O=C(CSc1nnc(Cn2cnc3ccccc32)o1)Nc1cccc2ccccc12	100	x	102	100	-5.7	29	102	-6	103	100	12
CCCn1cc(SCC(=O)NCc2ccco2)c2ccccc21	107	1	102	99	-0.1	34	102	5	103	103	7
CC1(C)Cc2cccc(OCC(O)CN3CCN(c4ccccn4)CC3)c2O1 (stereo not drawn)	102	19	99	99	2.2	26	99	42	99	103	36
CCOC(=O)C1CCCN(C(=O)C2CCN(c3nnc(-n4cccc4)s3)CC2)C1 (stereo not drawn)	105	x	107	101	0.6	14	100	2	100	104	20
Cc1cc(C(=O)Nc2cccc(O)c2)co1	101	x	100	98	0.5	11	101	3	103	103	15
Next section:
SMILES	Rac1 wt modul	Pf gamet viab	Rab7 wt GTP bind	Rac1 mut GTP	ABCB1 inh	GSH fluor	Rab2A wt mod	ABCG2 inh	HRas wt GTP bind	Cdc42 wt	Avidin fluor
COc1cccc(CNC(=O)CCC2CCCN(C(=O)c3cc4ccccc4o3)C2)c1 (stereo not drawn)	100	-6	100	98	3.1	14	98	5	101	99	6
Cc1nc2sc3c(c2c(=O)o1)CCC3	112	8	105	100	-0.2	62	104	0	104	105	10
CCn1c(SCc2nc3ccccc3[nH]2)nnc1-c1cccnc1	106	x	99	102	-6.6	12	101	-5	99	102	8
CCOC(=O)c1c(C)[nH]c(C(=O)CN2C(=O)NC(C)(c3ccc4ccccc4c3)C2=O)c1C (stereo not drawn)	93	17	95	94	0.5	22	93	3	97	94	4
CCN(CC)CCN(C(=O)c1ccc(CN2CCCCC2)o1)C(C(=O)NC1CCCCC1)c1ccc(F)cc1 (stereo not drawn)	99	4	98	96	-0.1	13	100	7	102	102	10
Cc1ccc(S(=O)(=O)c2ccc(C)cc2)cc1	99	-21	96	98	0.6	7	98	2	98	98	10
Cc1ccc(-c2cc(C(=O)Nc3cccnc3)c3ccccc3n2)o1	101	-20	98	98	1.0	12	99	4	97	101	8
CCCSc1nc(C)nc2c1c(=O)n(C)c(=O)n2C	98	x	99	96	0.9	26	98	4	96	98	6
Nc1ccc(Cl)c(S(=O)(=O)Nc2ccccc2Cl)c1	98	-5	101	93	0.2	12	97	0	98	96	24
O=C(Nc1cccc(O)c1)c1cccc(S(=O)(=O)N2CCCC2)c1	u	x	u	u	0.8	28	u	14	u	u	13
COc1cccc2cc(/C(=N/O)c3ccc(Br)cc3)oc12	100	-5	108	92	0.5	15	101	8	101	100	9
O=C(CSCCO)Nc1cccc([N+](=O)[O-])c1	100	-26	100	97	x	9	97	2	100	102	12
CC(=O)c1cccc(NC(=S)N2CCN(CCN3C(=O)c4cccc5cccc(c45)C3=O)CC2)c1	101	4	107	100	0.6	10	104	7	101	97	15
Cc1[nH]c2ccccc2c1C(=O)CSc1nc2ccccc2c(=O)n1CCCN1CCOCC1	102	x	97	97	3.3	32	100	2	98	100	5
COc1cc(OC)c(/C=N/NC(=O)c2ccc(NC(C)=O)cc2)cc1Br	105	-17	96	99	-1.1	10	99	-5	99	98	14
CCOC(=O)C(CC(=O)O)N1CCCCC1 (stereo not drawn)	101	28	95	99	1.1	18	103	4	102	104	8
O=C(NCC1CCCO1)c1ccc(/C=N/O)nc1 (stereo not drawn)	106	-4	100	101	0.2	27	101	3	100	103	17
COc1cccc(S(=O)(=O)NCc2ccc3c(c2)OCO3)c1	103	x	92	96	0.6	50	95	3	94	97	5
O=[N+]([O-])c1ccc(OCc2nnc(-c3ccccc3)o2)cc1	101	-12	95	92	0.1	16	94	6	95	89	10
COc1ccccc1NC(=O)c1sc2nc(-c3ccco3)ccc2c1N	85	x	87	87	-0.2	15	84	2	87	84	28
Cc1cc(C)cc(OCC(=O)Nc2cc(C)on2)c1	100	x	101	95	0.7	11	97	4	98	97	12

Rows are unselected. About 1.1% of those tested had a hit in this group.
